Screens (PubChem BioAssay)
S1P4 agonist = agonists of human S1P4 receptor; O95977; S1P4-expressing cell line, agonist reporter assay; activation, % at 4.98 µM; 220,000 compounds, 0.35% hits; AID 1509; in the data active means activation above about 11%;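 further: 0% = DMSO vehicle and 100% = reference agonist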
BaF3 tox = counter-screen for JAK2V617F inhibitors: parental Ba/F3 viability inhibitors. inhibition, % at 5.6 µM. CellTiter-Glo ATP luminescence. 220,000 compounds, 1.1% hits;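 active means inhibition above a per-campaign cutoff, the mean inhibition of all tested compounds plus 3 SD, cut at about 27% in these data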;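 further: 0% = DMSO wells and 100% = JAK Inhibitor I control wells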
NPY-Y1 antag = NPY-Y1 (human) receptor antagonism; inhibition, % at 3.6 µM; HEK293-CNG Y1 cells, membrane potential fluorescence; NPY at EC95, then isoproterenol; 200,000 compounds, 1% hits; P25929;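 active means inhibition above the campaign mean inhibition of all tested compounds plus 3 SD, cut at about 20% in these data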;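 further: 0% = DMSO wells given NPY plus isoproterenol and 100% = isoproterenol alone without NPY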
Target sequence (P25929 whole entry, looked up): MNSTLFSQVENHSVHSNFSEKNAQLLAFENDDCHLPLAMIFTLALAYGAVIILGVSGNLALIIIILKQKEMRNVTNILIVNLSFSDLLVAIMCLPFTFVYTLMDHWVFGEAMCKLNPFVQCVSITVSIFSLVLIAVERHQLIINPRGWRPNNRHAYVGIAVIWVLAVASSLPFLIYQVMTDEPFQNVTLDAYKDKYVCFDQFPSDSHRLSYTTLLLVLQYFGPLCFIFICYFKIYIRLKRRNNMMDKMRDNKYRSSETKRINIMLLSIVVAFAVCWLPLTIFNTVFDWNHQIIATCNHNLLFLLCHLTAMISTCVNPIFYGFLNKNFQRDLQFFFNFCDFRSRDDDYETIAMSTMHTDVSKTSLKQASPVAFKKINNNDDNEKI
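Assay system: HEK293 cells with Y1 receptor plus CNG channel | Probe or stimulus: NPY (25 nM), isoproterenol (1 µM), Ro 20-1724 (25 µM) | Timing: Compound incubation 1 h at room temperature, readout 45 min post-stimulation | Measured by: Membrane-potential fluorescent dye readout | Benchmarks: High control isoproterenol alone, low control NPY with isoproterenol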
Ba/F3 V617F tox = lowers viability of Ba/F3 cells expressing EpoR and JAK2V617F | inhibition, % at 5.6 µM | ATP luminescence | 220,000 compounds, 1.1% hits;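 active means inhibition above the campaign mean plus 3 SD over all tested compounds, cut at about 24% in these data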;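 further: cytokine-independent growth of Ba/F3 cells driven by EpoR plus mutant JAK2; 0% = DMSO-treated cells and 100% = JAK inhibitor I control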
NCF1 inh = p47phox (human) inhibition | P14598 | p47phox/p22phox peptide binding, fluorescence polarization, 2 h | inhibition, % at 24.7 µM | 220,000 compounds, 0.53% hits | AID 1274;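 active means inhibition above about 30%, limit read from the data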;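 further: 0% = p47phox with labelled peptide and 100% = labelled peptide alone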
Target sequence (P14598 whole entry, looked up): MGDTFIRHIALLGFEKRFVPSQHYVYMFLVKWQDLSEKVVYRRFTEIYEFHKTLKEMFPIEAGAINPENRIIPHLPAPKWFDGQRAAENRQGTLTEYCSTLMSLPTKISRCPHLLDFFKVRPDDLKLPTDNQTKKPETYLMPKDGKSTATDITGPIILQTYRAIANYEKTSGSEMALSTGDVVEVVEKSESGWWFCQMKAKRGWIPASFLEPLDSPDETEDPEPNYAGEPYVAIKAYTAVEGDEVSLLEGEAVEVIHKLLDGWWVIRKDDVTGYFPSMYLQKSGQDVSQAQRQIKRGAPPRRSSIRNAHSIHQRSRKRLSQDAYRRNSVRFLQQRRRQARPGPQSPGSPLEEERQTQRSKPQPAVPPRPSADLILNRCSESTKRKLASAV
NPY-Y2 PAM-ag = potentiators or agonists of human neuropeptide Y receptor Y2; cells expressing NPY-Y2, potentiator/agonist read-out; activation, % at 3.6 µM; 220,000 compounds, 0.45% hits; P49146; in the data active means activation above about 27%;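 further: cells stimulated with NPY near EC25 plus isoproterenol at EC100; 0% = vehicle plus submaximal agonist and 100% = vehicle plus saturating agonist; some results beyond the cut were filed as inactive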
NPY1 pot ag = potentiators or agonists of human neuropeptide Y receptor Y1; activation, % at 3.6 µM; NPY-Y1 expressing cells, potentiator/agonist activation; AID 1304; 220,000 compounds, 0.37% hits; in the data active means activation above about 33%, passing the limit was not always enough;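 further: cells stimulated with NPY at EC10 then isoproterenol at EC100; 0% = low agonist plus stimulus and 100% = saturating agonist plus stimulus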
S1P4 antagonist = antagonists of human S1P4 receptor; O95977; S1P4-expressing cells, antagonist mode, reporter read-out; inhibition, % at 4.98 µM; 220,000 compounds, 0.26% hits; in the data active means inhibition above about 29%;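 further: 0% = wells stimulated with agonist and 100% = vehicle wells without agonist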
CHOP inhibitor = inhibitors of CHOP induction in ER stress response. AID 2732. 220,000 compounds, 3.8% hits. inhibition, % at 10 µM. CHO-K1 CHOP-promoter luciferase, tunicamycin-induced, 15-18 h;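 active means compounds that reduced the stress-induced luciferase reporter signal by more than about 70% of percent inhibition, limit read from the data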;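 further: 0% = tunicamycin plus vehicle and 100% = wells without tunicamycin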
The depositor's hits bear a star.

CN1CCN(C2=Cc3ccc(Cl)cc3Sc3ccc(F)cc32)CC1 was read as S1P4 agonist 1.9, BaF3 tox 6, NPY-Y1 antag 4, Ba/F3 V617F tox 1, NCF1 inh -37, NPY-Y2 PAM-ag -16, NPY1 pot ag -32, S1P4 antagonist -10 and CHOP inhibitor 46.
For C=CCNC(=O)CN(c1cc(Cl)ccc1OC)S(=O)(=O)c1ccc(C)c([N+](=O)[O-])c1 the results were S1P4 agonist 0.2, BaF3 tox 0, NPY-Y1 antag 5, Ba/F3 V617F tox -3, NCF1 inh 0, NPY-Y2 PAM-ag 19, NPY1 pot ag 7, S1P4 antagonist 2 and CHOP inhibitor 6.
Screening O=C1C(c2ccc(F)cc2)N(CC2COc3ccccc3O2)C(=O)CN1C1CCCCC1 (stereo not given) returned S1P4 agonist 0.5, BaF3 tox 8, NPY-Y1 antag -2, Ba/F3 V617F tox 1, NCF1 inh -11, NPY-Y2 PAM-ag 18, NPY1 pot ag 4, S1P4 antagonist -5 and CHOP inhibitor 20.
For O=C(NC1CCCCC1)c1cc(Cl)nc2ccccc12 the results were S1P4 agonist 0.8, BaF3 tox 0, NPY-Y1 antag 5, Ba/F3 V617F tox -6, NCF1 inh -3, NPY-Y2 PAM-ag -14, NPY1 pot ag -27, S1P4 antagonist -11 and CHOP inhibitor -9.
For CNC(=S)N1CCN(CCNC2=CC(=O)CC(C)(C)C2)CC1 the results were S1P4 agonist 0.4, BaF3 tox 9, NPY-Y1 antag 4, Ba/F3 V617F tox -1, NCF1 inh 0, NPY-Y2 PAM-ag -11, NPY1 pot ag 11, S1P4 antagonist 0 and CHOP inhibitor 6.
For CCOC(=O)CS(=O)(=O)CC(=O)Nc1ccc([N+](=O)[O-])cc1OC the results were S1P4 agonist 0.6, BaF3 tox 3, NPY-Y1 antag 6, Ba/F3 V617F tox 4, NCF1 inh -7, NPY-Y2 PAM-ag 8, NPY1 pot ag 2, S1P4 antagonist 9 and CHOP inhibitor 13.
CC(C)CNc1nc2c(c(=O)n(C)c(=O)n2C)n1Cc1cccc(Br)c1 was read as S1P4 agonist -0.2, BaF3 tox 8, NPY-Y1 antag 4, Ba/F3 V617F tox 2, NCF1 inh -15, NPY-Y2 PAM-ag -18, NPY1 pot ag -40, S1P4 antagonist -6 and CHOP inhibitor 33.
For COc1ccc(/C=C/C(=O)OCC(=O)Nc2cccc(C(C)=O)c2)cc1 the results were S1P4 agonist -0.3, BaF3 tox 4, NPY-Y1 antag 5, Ba/F3 V617F tox 3, NCF1 inh -3, NPY-Y2 PAM-ag -4, NPY1 pot ag -18, S1P4 antagonist -23 and CHOP inhibitor 42.
For O=C1c2ccccc2NC(c2ccccn2)N1c1ccc(Cl)cc1 (stereo not given) the results were S1P4 agonist -0.4, BaF3 tox 1, NPY-Y1 antag 2, Ba/F3 V617F tox -1, NCF1 inh -4, NPY-Y2 PAM-ag -8, NPY1 pot ag -4, S1P4 antagonist 2 and CHOP inhibitor -10.
`COc1ccc(OCC(Cn2cnc3ccccc32)OC(C)=O)cc1` (stereo not given) gave S1P4 agonist 0.3, BaF3 tox 11, NPY-Y1 antag 7, Ba/F3 V617F tox 4, NCF1 inh -5, NPY-Y2 PAM-ag -21, NPY1 pot ag -23, S1P4 antagonist -1 and CHOP inhibitor -6.
`O=C(Nc1ccc2c(c1)OCO2)C1CCN(C(=O)c2ccc([N+](=O)[O-])cc2)CC1` gave S1P4 agonist -0.7, BaF3 tox 4, NPY-Y1 antag 15, Ba/F3 V617F tox 0, NCF1 inh -1, NPY-Y2 PAM-ag -14, NPY1 pot ag -25, S1P4 antagonist -10 and CHOP inhibitor 19.
N/C(CSc1ccc(Cl)cc1)=N\NC(=O)c1ccncc1 was read as S1P4 agonist 2.0, BaF3 tox 2, NPY-Y1 antag 1, Ba/F3 V617F tox -1, NCF1 inh -8, NPY-Y2 PAM-ag 12, NPY1 pot ag 12, S1P4 antagonist 12 and CHOP inhibitor 0.
COc1ccccc1C(C)NCC(=O)Nc1ccccc1C(F)(F)F (stereo not given) was read as S1P4 agonist 0.7, BaF3 tox 4, NPY-Y1 antag 3, Ba/F3 V617F tox 0, NCF1 inh 0, NPY-Y2 PAM-ag -3, NPY1 pot ag -16, S1P4 antagonist -24 and CHOP inhibitor 44.
`COc1ccc(C(=O)Cn2nnc(-c3ccccc3F)n2)cc1` gave S1P4 agonist 0.1, BaF3 tox 1, NPY-Y1 antag 8, Ba/F3 V617F tox 0, NCF1 inh 4, NPY-Y2 PAM-ag -11, NPY1 pot ag -12, S1P4 antagonist -14 and CHOP inhibitor -15.
`O=C(COC(=O)COc1ccccc1)Nc1ccc(OC(F)(F)F)cc1` gave S1P4 agonist -0.2, BaF3 tox 3, NPY-Y1 antag -1, Ba/F3 V617F tox -2, NCF1 inh -8, NPY-Y2 PAM-ag 9, NPY1 pot ag 19, S1P4 antagonist 1 and CHOP inhibitor 36.
For CN(C)Cc1c(O)ccc2oc(Cc3ccccc3)cc12 the results were S1P4 agonist 0.4, BaF3 tox 1, NPY-Y1 antag 1, Ba/F3 V617F tox 0, NCF1 inh 2, NPY-Y2 PAM-ag 21, NPY1 pot ag 53*, S1P4 antagonist 9 and CHOP inhibitor 26.
`Cn1c(=O)c2c(nc(N3CCCCCC3)n2CCSc2nc3ccccc3o2)n(C)c1=O` gave S1P4 agonist 0.2, BaF3 tox 6, NPY-Y1 antag 0, Ba/F3 V617F tox -2, NCF1 inh -6, NPY-Y2 PAM-ag -20, NPY1 pot ag 9, S1P4 antagonist -11 and CHOP inhibitor 67.
Screening c1ccc(CN(Cc2ccccc2)c2nn[nH]n2)cc1 returned S1P4 agonist -0.6, BaF3 tox 5, NPY-Y1 antag 4, Ba/F3 V617F tox 2, NCF1 inh -19, NPY-Y2 PAM-ag -5, NPY1 pot ag -16, S1P4 antagonist -19 and CHOP inhibitor -11.
Cc1ccc(SCC(=O)NCCSC(C)(C)C)cc1 was read as S1P4 agonist -2.8, BaF3 tox 0, NPY-Y1 antag 3, Ba/F3 V617F tox -4, NCF1 inh -7, NPY-Y2 PAM-ag 2, NPY1 pot ag 1, S1P4 antagonist -7 and CHOP inhibitor 23.
`CN(Cc1ccccc1)c1ccc(N2C(=O)CCCC2=O)cc1[N+](=O)[O-]` gave S1P4 agonist 0.7, BaF3 tox 3, NPY-Y1 antag -8, Ba/F3 V617F tox -6, NCF1 inh -9, NPY-Y2 PAM-ag 2, NPY1 pot ag -8, S1P4 antagonist -24 and CHOP inhibitor 34.
For N#C/C(=C/c1ccc(CNS(=O)(=O)c2ccccc2)o1)C(N)=O the results were S1P4 agonist -1.2, BaF3 tox -1, NPY-Y1 antag 3, Ba/F3 V617F tox -2, NCF1 inh -2, NPY-Y2 PAM-ag 8, NPY1 pot ag -9, S1P4 antagonist -6 and CHOP inhibitor 16.
Cc1cccc(C)c1N(CC(=O)Nc1cccc(N(C)S(C)(=O)=O)c1)S(C)(=O)=O was read as S1P4 agonist -0.5, BaF3 tox 4, NPY-Y1 antag -5, Ba/F3 V617F tox -3, NCF1 inh -5, NPY-Y2 PAM-ag 12, NPY1 pot ag 9, S1P4 antagonist -6 and CHOP inhibitor 12.
`Cc1sc2ncnc(N3CCC(C)CC3)c2c1C` gave S1P4 agonist 0.6, BaF3 tox 4, NPY-Y1 antag 6, Ba/F3 V617F tox -1, NCF1 inh -7, NPY-Y2 PAM-ag -15, NPY1 pot ag -27, S1P4 antagonist -12 and CHOP inhibitor 49.
`CCCC(C(=O)NC(C)(C)C)N(CC1CCCO1)C(=O)c1snc(C(N)=O)c1N` (stereo not given) gave S1P4 agonist -0.7, BaF3 tox 6, NPY-Y1 antag 2, Ba/F3 V617F tox -1, NCF1 inh 9, NPY-Y2 PAM-ag -11, NPY1 pot ag 15, S1P4 antagonist 8 and CHOP inhibitor -15.
`C/C(CC(=O)N(C(C)C)C(C)C)=N\NC(=O)COc1ccc(Br)cc1Br` gave S1P4 agonist 1.8, BaF3 tox 3, NPY-Y1 antag 2, Ba/F3 V617F tox 1, NCF1 inh -16, NPY-Y2 PAM-ag -2, NPY1 pot ag -16, S1P4 antagonist 7 and CHOP inhibitor 35.
Screening S=C(Nc1ccc(Cl)cc1)NC1CC2CCCC(C1)N2C1CCCC1 (stereo not given) returned S1P4 agonist -0.4, BaF3 tox 2, NPY-Y1 antag -1, Ba/F3 V617F tox 1, NCF1 inh -18, NPY-Y2 PAM-ag -2, NPY1 pot ag -2, S1P4 antagonist 2 and CHOP inhibitor 31.
For COc1ccc(CN(CC2CCCO2)C(=O)c2cc3ccccc3oc2=O)cc1 (stereo not given) the results were S1P4 agonist 0.6, BaF3 tox 3, NPY-Y1 antag 37*, Ba/F3 V617F tox -2, NCF1 inh -4, NPY-Y2 PAM-ag 5, NPY1 pot ag 3, S1P4 antagonist -8 and CHOP inhibitor 15.
For CCCc1nc2ccccc2n1CCOC the results were S1P4 agonist -0.8, BaF3 tox 1, NPY-Y1 antag 5, Ba/F3 V617F tox -2, NCF1 inh -6, NPY-Y2 PAM-ag -10, NPY1 pot ag -1, S1P4 antagonist 2 and CHOP inhibitor 26.
For COc1ccc2[nH]cc(CCNS(=O)(=O)c3ccccc3)c2c1 the results were S1P4 agonist 1.4, BaF3 tox 6, NPY-Y1 antag -2, Ba/F3 V617F tox -2, NCF1 inh 0, NPY-Y2 PAM-ag 6, NPY1 pot ag 8, S1P4 antagonist -22 and CHOP inhibitor 9.
`CSc1nc2c(c(=O)[nH]1)C(c1ccc(Br)cc1)CC(=O)N2` (stereo not given) gave S1P4 agonist 1.6, BaF3 tox 4, NPY-Y1 antag -2, Ba/F3 V617F tox 1, NCF1 inh -12, NPY-Y2 PAM-ag 12, NPY1 pot ag -6, S1P4 antagonist 8 and CHOP inhibitor -10.
Screening CN1CCN(S(=O)(=O)c2cccc([N+](=O)[O-])c2)CC1 returned S1P4 agonist 1.8, BaF3 tox 2, NPY-Y1 antag 1, Ba/F3 V617F tox -2, NPY-Y2 PAM-ag -7, NPY1 pot ag 2 and S1P4 antagonist -25.
Screening COc1ccc(Cl)cc1S(=O)(=O)n1nnc2ccccc21 returned S1P4 agonist 0.4, BaF3 tox 5, NPY-Y1 antag -1, Ba/F3 V617F tox 0, NCF1 inh -6, NPY-Y2 PAM-ag 10, NPY1 pot ag -2, S1P4 antagonist 7 and CHOP inhibitor -17.
`C=CCN(CC=C)C(=O)Nc1cc(OC)ccc1OC` gave S1P4 agonist -0.5, BaF3 tox 1, Ba/F3 V617F tox -3, NCF1 inh -18, NPY-Y2 PAM-ag -1, NPY1 pot ag 20, S1P4 antagonist -1 and CHOP inhibitor 3.
Screening COc1ccc(S(=O)(=O)N(CC(=O)N2CCN(C)CC2)c2ccc(C)cc2)cc1OC returned S1P4 agonist 0.5, BaF3 tox 9, NPY-Y1 antag 0, Ba/F3 V617F tox -2, NCF1 inh -13, NPY-Y2 PAM-ag -6, NPY1 pot ag 0, S1P4 antagonist -2 and CHOP inhibitor 12.

Reprinted at random: 2 records from the list.
`Cn1c(=O)c2c(nc(N3CCCCCC3)n2CCSc2nc3ccccc3o2)n(C)c1=O` gave S1P4 agonist 0.2, BaF3 tox 6, NPY-Y1 antag 0, Ba/F3 V617F tox -2, NCF1 inh -6, NPY-Y2 PAM-ag -20, NPY1 pot ag 9, S1P4 antagonist -11 and CHOP inhibitor 67.
CC(C)CNc1nc2c(c(=O)n(C)c(=O)n2C)n1Cc1cccc(Br)c1 was read as S1P4 agonist -0.2, BaF3 tox 8, NPY-Y1 antag 4, Ba/F3 V617F tox 2, NCF1 inh -15, NPY-Y2 PAM-ag -18, NPY1 pot ag -40, S1P4 antagonist -6 and CHOP inhibitor 33.
